STK33 inh: inhibitors of human STK33 kinase | inhibition, % at 10 µM | AID 2661 | purified STK33, MBP phosphorylation, ADP-Glo luminescence | 320,000 compounds, 0.073% hits;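 active means inhibition at or above 25%, using the most active replicate where run in duplicate; inactive means inhibition below 25%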
Target sequence (Q9BYT3 whole entry, looked up): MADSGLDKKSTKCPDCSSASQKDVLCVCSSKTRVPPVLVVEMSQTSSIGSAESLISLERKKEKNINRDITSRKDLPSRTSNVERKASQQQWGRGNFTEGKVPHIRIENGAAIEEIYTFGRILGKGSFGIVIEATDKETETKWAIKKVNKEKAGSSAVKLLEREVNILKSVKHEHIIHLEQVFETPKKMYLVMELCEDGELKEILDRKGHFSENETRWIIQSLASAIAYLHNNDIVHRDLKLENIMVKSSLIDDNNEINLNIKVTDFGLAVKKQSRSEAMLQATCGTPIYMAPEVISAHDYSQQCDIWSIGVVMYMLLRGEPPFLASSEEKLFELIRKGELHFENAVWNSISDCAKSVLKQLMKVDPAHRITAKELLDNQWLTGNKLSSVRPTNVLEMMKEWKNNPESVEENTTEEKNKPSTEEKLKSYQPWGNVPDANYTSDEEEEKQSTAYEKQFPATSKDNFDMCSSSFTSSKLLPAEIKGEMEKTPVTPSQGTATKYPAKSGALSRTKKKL
OX1R antag: antagonists of human orexin 1 receptor (OX1R); OX1R-expressing cells, FRET antagonist read-out; O43613; 330,000 compounds, 1.8% hits; inhibition, % at 6.6 µM; in the data active means inhibition mostly above about 38%, no sharp cut-off; inactive means mostly below about 40%;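 further: 0% = agonist challenge alone and 100% = reference antagonist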
Target sequence (O43613 whole entry, looked up): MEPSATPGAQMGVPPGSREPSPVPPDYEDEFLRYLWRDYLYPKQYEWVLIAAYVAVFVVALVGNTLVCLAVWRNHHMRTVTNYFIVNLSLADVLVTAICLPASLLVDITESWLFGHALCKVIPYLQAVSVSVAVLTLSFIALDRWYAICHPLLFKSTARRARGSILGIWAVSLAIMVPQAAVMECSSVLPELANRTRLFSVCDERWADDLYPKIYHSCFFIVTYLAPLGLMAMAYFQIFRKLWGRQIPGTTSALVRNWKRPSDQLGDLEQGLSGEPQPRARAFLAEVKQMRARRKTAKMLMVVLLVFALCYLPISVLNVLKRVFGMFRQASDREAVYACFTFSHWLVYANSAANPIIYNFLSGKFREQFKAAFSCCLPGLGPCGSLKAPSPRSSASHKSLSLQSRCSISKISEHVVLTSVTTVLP
KCNQ2 block: KCNQ2 potassium channel inhibitors, primary screen, cell-based, CHO-K1, FluxOR thallium flux, B-score (AID 2156). 310,000 compounds, 1.1% hits. O88943. 20 min; active compounds read low. B-score at 10 µM;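 active means fluorescence ratio B-score at most minus 3 library SDs, with starting brightness B-score within 2 library SDs, cut at about -5.5 in these data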
Numbers without * were called inactive.

COc1ccc(NC(=O)C2=NN(c3ccccc3)C(=O)CC2)cn1 was read as STK33 inh 0.3 and OX1R antag 3.
`O=C(CCN1C(=O)/C(=C/c2ccccc2Cl)SC1=S)NN1CCOCC1` gave STK33 inh -0.4, OX1R antag 5 and KCNQ2 block inactive.
For O=C(NCCc1ccc(Cl)cc1)c1cccc(NC2=NC3CS(=O)(=O)CC3S2)c1 (stereo not given) the results were STK33 inh 0.4, OX1R antag 4 and KCNQ2 block inactive.
For Cc1nc([N+](=O)[O-])c(N2CCOCC2)n1Cc1ccccc1 the results were STK33 inh -2.1, OX1R antag 10 and KCNQ2 block inactive.
Screening COCCNC(=O)c1onc(CSc2ccccc2F)c1C(=O)O returned STK33 inh 1.0, OX1R antag 25 and KCNQ2 block inactive.
For COc1ccc(C(=O)Nc2ccc(S(=O)(=O)N3CCOCC3)cc2)cc1[N+](=O)[O-] the results were STK33 inh -1.5, OX1R antag 18 and KCNQ2 block inactive.
For O=C(NC1=NCCS1)c1ccc(Cl)c(S(=O)(=O)N2CCCCCC2)c1 the results were STK33 inh 0.3, OX1R antag 16 and KCNQ2 block inactive.
CC1(C)Cc2nc3sc4c(SCC(=O)NCc5ccccc5)ncnc4c3cc2CO1 was read as STK33 inh -0.2, OX1R antag 7 and KCNQ2 block inactive.
Screening COc1ccc(-c2noc(CCC(=O)NCCc3cccc(C)c3)n2)cc1 returned STK33 inh -0.3, OX1R antag 19 and KCNQ2 block inactive.
`CC(/C=C/c1ccccc1)=N\NC(=O)Cn1nc(C)cc1C` gave STK33 inh -1.7, OX1R antag 17 and KCNQ2 block inactive.

Not a retest: entries from further up.
`O=C(CCN1C(=O)/C(=C/c2ccccc2Cl)SC1=S)NN1CCOCC1` gave STK33 inh -0.4, OX1R antag 5 and KCNQ2 block inactive.
For O=C(NCCc1ccc(Cl)cc1)c1cccc(NC2=NC3CS(=O)(=O)CC3S2)c1 (stereo not given) the results were STK33 inh 0.4, OX1R antag 4 and KCNQ2 block inactive.
For Cc1nc([N+](=O)[O-])c(N2CCOCC2)n1Cc1ccccc1 the results were STK33 inh -2.1, OX1R antag 10 and KCNQ2 block inactive.
Screening COCCNC(=O)c1onc(CSc2ccccc2F)c1C(=O)O returned STK33 inh 1.0, OX1R antag 25 and KCNQ2 block inactive.

Next entries:
Screening CCc1[nH]nc(C(=O)N2CCCC(N3CCN(c4ccccc4C)CC3)C2)c1C (stereo not given) returned STK33 inh -0.4, OX1R antag 9 and KCNQ2 block inactive.
CCOCCOCCC(C(=O)O)P(=O)(c1ccccc1)c1ccccc1 (stereo not given) was read as STK33 inh -0.6, OX1R antag 6 and KCNQ2 block inactive.
For OCC[C@H]1C[C@@H](O)[C@H](O)[C@@]2(CCCc3ccccc3O2)O1 the results were STK33 inh 1.9 and OX1R antag 21.
For COc1ccc(/C=C2\Sc3ccc(C(=O)NCC4CCCO4)cc3N(C)C2=O)cc1 (stereo not given) the results were STK33 inh -0.7, OX1R antag 14 and KCNQ2 block inactive.
`CCCc1ncc(C(O)(c2ccccc2)c2ccccc2)n1C` gave STK33 inh 1.0, OX1R antag 18 and KCNQ2 block inactive.
COCC(=O)NCc1nc2ccccc2[nH]1 was read as STK33 inh -1.0, OX1R antag 7 and KCNQ2 block inactive.
`COc1cc(OC)cc(C(=O)O/N=C(\N)c2ccncc2)c1` gave STK33 inh 3.3, OX1R antag 16 and KCNQ2 block inactive.
For COc1ccc(CC(=O)Nc2cc(C)ccn2)cc1OC the results were STK33 inh 0.2, OX1R antag 10 and KCNQ2 block inactive.
CCCOC(=O)Nc1cccc(C(C)=O)c1 was read as STK33 inh -0.6, OX1R antag 13 and KCNQ2 block inactive.
`CCOc1cc(/C=N/NC(=O)C(=O)N2CCCC2)ccc1O` gave STK33 inh 0.3, OX1R antag 15 and KCNQ2 block inactive.

Filtered by structure: those above with a Cl atom (three)
`O=C(CCN1C(=O)/C(=C/c2ccccc2Cl)SC1=S)NN1CCOCC1` gave STK33 inh -0.4, OX1R antag 5 and KCNQ2 block inactive.
For O=C(NCCc1ccc(Cl)cc1)c1cccc(NC2=NC3CS(=O)(=O)CC3S2)c1 (stereo not given) the results were STK33 inh 0.4, OX1R antag 4 and KCNQ2 block inactive.
For O=C(NC1=NCCS1)c1ccc(Cl)c(S(=O)(=O)N2CCCCCC2)c1 the results were STK33 inh 0.3, OX1R antag 16 and KCNQ2 block inactive.

Next structures follow.
Screening COc1ccc(C2C(C(=O)c3ccco3)=C(O)C(=O)N2c2nnc(C)s2)cc1OC (stereo not given) returned STK33 inh 0.1, OX1R antag 31 and KCNQ2 block inactive.
Cc1cccc(C(=O)NNC(=O)c2ccccc2C)c1 was read as STK33 inh 0.7, OX1R antag 14 and KCNQ2 block inactive.
For O=C(O)c1ccc(NC(=S)NC(=O)c2ccc(-c3ccc(Br)cc3)o2)cc1 the results were STK33 inh -1.4, OX1R antag 15 and KCNQ2 block inactive.
For Cc1cc(Nc2ccc([N+](=O)[O-])cc2)nc2ccccc12 the results were STK33 inh 0.9, OX1R antag 29 and KCNQ2 block inactive.
`COc1ccc2c(c1)c(C(=O)N/N=C/c1ccc(OC)c(OC)c1)c(C)n2C` gave OX1R antag 24 and KCNQ2 block inactive.
Screening CCC(C)(C)C1CCC(=NNC(=S)Nc2ccccc2)CC1 (stereo not given) returned STK33 inh -0.3, OX1R antag 20 and KCNQ2 block inactive.
For COC(=O)CSc1nnc(-c2ccc(S(=O)(=O)NCc3ccccc3Cl)cc2)o1 the results were STK33 inh -1.1, OX1R antag 14 and KCNQ2 block inactive.
CC(=O)OCCN(CCOC(C)=O)c1c(C)[nH]c(=O)[nH]c1=O was read as STK33 inh 0.1, OX1R antag 25 and KCNQ2 block inactive.
CCOC(=O)N1CCC(NC(=O)c2cc(C(=O)Nc3ccc(OCC)cc3)ccc2CO)CC1 was read as STK33 inh -1.1, OX1R antag 17 and KCNQ2 block inactive.
Screening CCOC(=O)c1cnn(-c2nc(-c3ccccc3)nc3c2COC(C)(C)C3)c1N returned STK33 inh -1.6, OX1R antag 25 and KCNQ2 block inactive.
`COc1cccc(-c2[nH]nc3c2C(c2ccoc2)C(C#N)=C(N)O3)c1` (stereo not given) gave STK33 inh 1.4, OX1R antag 14 and KCNQ2 block inactive.
For CN1CCCC(OC(=O)c2ccc(C(C)(C)C)cc2)C1 (stereo not given) the results were STK33 inh 0.6, OX1R antag 10 and KCNQ2 block inactive.
For CN1C[N+]([O-])=C(c2ccccc2)C1(C)C the results were STK33 inh -0.7, OX1R antag 4 and KCNQ2 block inactive.
O=C(Nc1ccccc1Cl)Nc1ccnn1C1CCN(C(=O)c2cscn2)CC1 was read as STK33 inh -1.3, OX1R antag 5 and KCNQ2 block inactive.
Screening CC(C)(C)c1nnc(NC(=O)C2CC(=O)N(CCc3ccc(F)cc3)C2)s1 (stereo not given) returned STK33 inh 0.0, OX1R antag 5 and KCNQ2 block inactive.
`CCCNC(=O)CSc1nc(Cc2ccccc2)nc2ccccc12` gave STK33 inh -0.6, OX1R antag 21 and KCNQ2 block inactive.
CC(=O)OC[C@H]1O[C@@H](O[C@H]2C[C@]3(C)C(C[C@@H](O)C4C([C@]5(C)CC[C@@H](C(C)(C)O)O5)CC[C@]43C)[C@@]3(C)CC[C@H](O)C(C)(C)C23)[C@H](O[C@@H]2O[C@@H](C)[C@H](O)[C@@H](O)[C@H]2O)[C@@H](O)[C@@H]1O (stereo not given in full) was read as STK33 inh -0.2 and OX1R antag 2.
Screening CCOc1ccc(N2C(=O)CNC2=S)cc1 returned STK33 inh -0.7, OX1R antag 6 and KCNQ2 block inactive.
`Cc1ccc(S(=O)(=O)N2CCCCC2C)cc1[N+](=O)[O-]` (stereo not given) gave STK33 inh 0.1, OX1R antag 22 and KCNQ2 block inactive.
Cc1ccccc1N(C(=O)Cc1cccs1)C(C(=O)NCC1CCCO1)c1cccnc1 (stereo not given) was read as STK33 inh -0.6, OX1R antag 18 and KCNQ2 block inactive.
Screening CS(=O)(=O)N(CC(=O)Nc1ccccc1C(=O)N1CCOCC1)c1cccc([N+](=O)[O-])c1 returned STK33 inh 0.1, OX1R antag 19 and KCNQ2 block inactive.
For CC(C(=O)N(C)C1CCS(=O)(=O)C1)N1C(=O)/C(=C/c2ccc(F)cc2)SC1=S (stereo not given) the results were STK33 inh -1.9, OX1R antag 17 and KCNQ2 block inactive.
`O=C(Cc1ccc(F)cc1)OCC(=O)N1CCN(S(=O)(=O)c2ccc(Cl)cc2)CC1` gave STK33 inh 4.6, OX1R antag 8 and KCNQ2 block inactive.
CC1CCCCN1C(=O)C12CCC(C)(/C(=N/O)C1)C2(C)C (stereo not given) was read as STK33 inh 0.3, OX1R antag 6 and KCNQ2 block inactive.
For CCC[N+](C)(C)C(C)C(OC(C)=O)c1ccccc1 (stereo not given) the results were STK33 inh 1.5, OX1R antag 12 and KCNQ2 block inactive.
For N=C1/C(=C/c2cccn2Cc2ccc(Cl)cc2)C(=O)N=C2SC=CN12 the results were STK33 inh 0.5, OX1R antag 7 and KCNQ2 block inactive.
COc1cc2c(cc1OC)C(c1ccc([N+](=O)[O-])cc1)NCC2 (stereo not given) was read as STK33 inh 1.7, OX1R antag 23 and KCNQ2 block inactive.
C=CCNC(=O)c1ccc(C2SCC(=O)N2Cc2ccccc2)cc1 (stereo not given) was read as STK33 inh -0.8, OX1R antag 19 and KCNQ2 block inactive.
`O=C(N/N=C/c1ccccc1OC(=O)c1ccc2c(c1)OCO2)c1cccc(F)c1` gave STK33 inh -0.3, OX1R antag 12 and KCNQ2 block inactive.
Screening CCN1N=C(c2cc(Cl)sc2Cl)CSC1=O returned STK33 inh 2.2, OX1R antag 2 and KCNQ2 block inactive.

Reprinted at random: 2 records from the list
COc1cc2c(cc1OC)C(c1ccc([N+](=O)[O-])cc1)NCC2 (stereo not given) was read as STK33 inh 1.7, OX1R antag 23 and KCNQ2 block inactive.
For N=C1/C(=C/c2cccn2Cc2ccc(Cl)cc2)C(=O)N=C2SC=CN12 the results were STK33 inh 0.5, OX1R antag 7 and KCNQ2 block inactive.

(list continues)
For CCOc1ccc(C(=O)NC(C(=O)NCc2ccccc2OC)C(C)C)cc1 (stereo not given) the results were STK33 inh -2.6, OX1R antag 6 and KCNQ2 block inactive.
Screening CCOc1ccc(/C=C2\NC(=S)NC2=O)cc1 returned STK33 inh 0.9, OX1R antag 35 and KCNQ2 block inactive.
Screening CC(C)c1nn(-c2cc(C(F)(F)F)ccn2)c(=O)o1 returned STK33 inh -1.4, OX1R antag 1 and KCNQ2 block inactive.
For COc1ccc(C(C(=O)NC2CCCCC2)N(Cc2ccco2)C(=O)CNC(=O)c2ccco2)cc1 (stereo not given) the results were STK33 inh -1.9, OX1R antag 10 and KCNQ2 block inactive.
`CC1(C)CCC(=O)N2CC[C@H]3C[C@H](OC(=O)Nc4ccccc4)C[C@@H]1[C@H]32` gave STK33 inh 1.4, OX1R antag 20 and KCNQ2 block inactive.
COC(=O)c1nn(-c2ccccc2)c(Sc2ccc(Br)cc2)c1/C=N/O was read as STK33 inh 1.4 and OX1R antag 17.
For CN1c2ccccc2C(C)(C)C12CCCC(=O)N2 (stereo not given) the results were STK33 inh -0.9, OX1R antag 4 and KCNQ2 block inactive.
Screening CCCOc1ccc2c(C)c(CC(=O)OC)c(=O)oc2c1 returned STK33 inh 0.1, OX1R antag 5 and KCNQ2 block inactive.
Screening O=C(CCCc1nc(-c2ccccc2)no1)N1CCOCC1 returned OX1R antag 11 and KCNQ2 block inactive.
For O=C(CSc1nc(C(F)(F)F)cc(=O)[nH]1)Nc1nccs1 the results were STK33 inh -1.3, OX1R antag 13 and KCNQ2 block inactive.
O=C(CSc1nc(-c2ccc(F)cc2)cc(C(F)(F)F)n1)NCCN1CCOCC1 was read as STK33 inh -2.8, OX1R antag 4 and KCNQ2 block inactive.
For O=C(Nc1ccc(Cl)cn1)Nc1cccs1 the results were STK33 inh 1.8, OX1R antag 9 and KCNQ2 block inactive.
Screening COc1ccc(CCNC(=O)C(NS(=O)(=O)c2cccc3nsnc23)C(C)C)cc1OC (stereo not given) returned OX1R antag 38 and KCNQ2 block inactive.
CCc1nnc(N/N=C/c2ccc(O)c(OC)c2)n1N was read as STK33 inh 0.4, OX1R antag 59* and KCNQ2 block inactive.
C[C@H]1CCC[C@@]2(O[C@H](CCO)C[C@@H](O)[C@@H]2O)O1 was read as STK33 inh -3.3, OX1R antag 5 and KCNQ2 block inactive.
For CCn1c(SC(C)C)nnc1-c1cc(-c2ccccc2)sc1N the results were STK33 inh -1.9, OX1R antag 11 and KCNQ2 block inactive.
`O=C(c1ccc(=O)[nH]c1)N1CCN(S(=O)(=O)c2ccccc2)CC1` gave STK33 inh -2.1, OX1R antag 6 and KCNQ2 block inactive.
`CCCCOC(=O)Nc1ccc(C(N)=O)cc1` gave STK33 inh 0.7, OX1R antag 7 and KCNQ2 block inactive.
Screening COC(=O)c1sc(-c2ccccc2)cc1NC(=O)c1ccc(OC)cc1 returned STK33 inh -0.8, OX1R antag 6 and KCNQ2 block inactive.
Screening Cc1ccc(NC(=O)NCc2c(C)nn(C)c2C)cc1Cl returned STK33 inh -1.3, OX1R antag 13 and KCNQ2 block inactive.
Screening O=C(CSc1nnc(COc2ccc(F)cc2)o1)N1CCCCC1 returned STK33 inh -1.7, OX1R antag 2 and KCNQ2 block inactive.
`CC(=O)Nc1ccc(C(=O)OCC(=O)N(Cc2ccccc2)C(C)(C)C)cc1` gave STK33 inh -0.4, OX1R antag 14 and KCNQ2 block inactive.
`CCN(CC)CCN(C(=O)c1ccc(C(=O)c2ccccc2)cc1)c1nc2ccc(OC)cc2s1` gave STK33 inh -0.3, OX1R antag 31 and KCNQ2 block inactive.
For COc1ccccc1-n1cnnc1SCC(=O)NC1CCCC1 the results were STK33 inh 0.3 and OX1R antag 3.
NNC(=O)c1sc(-c2ccccc2)cc1N was read as STK33 inh -1.2, OX1R antag 16 and KCNQ2 block inactive.
For Cc1cccc(NC(=O)C[n+]2ccccc2)c1 the results were STK33 inh -1.3, OX1R antag 1 and KCNQ2 block inactive.
For O=C(NC1CCCCC1)C1CCN(C(=O)NCc2ccccc2)CC1 the results were STK33 inh -0.2, OX1R antag 9 and KCNQ2 block inactive.

Screening data deposited in PubChem by several laboratories.
